# ERG Ets-DNA blk: ERG Ets/DNA interaction inhibition | fluorescence polarization, His-ERG Ets domain / labelled DNA | Potency, µM (series often up to 76.9 µM), without a hit: at the top dose FP activity, negative = inhibition, usual class: inhibitors | 370,000 tested, 0.028% active; active means well fitted inhibition curve with a large enough effect in the polarisation, with a control signal flat; inconclusive means small, poorly fitted or top-dose-only effect, or effect the other way, or a change in a side signal; inactive means no such curve, though single readings can be large or run the other way; the % refers to the polarisation;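 further: polarization taken with two DNA probes labelled with fluorescein and Texas red; % of control where 0% means no effect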
#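 His-tagged ERG Ets domain (1 uM in the protein solution; 300mM KCl, 50mM Tris-HCl, 1mM EDTA, 1mM DTT, pH 7.5) received compound, then a probe mix of 5 nM fluorescein-DNA and 100nM Texas-615-DNA. Fluorescence polarization was read for both dyes.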
# rTrxR1 inhibitor: rat TrxR1 inhibition; O89049; recombinant rTrxR1, NADPH fluorescence consumption, selenite substrate; Potency, µM (top dose mostly 114 µM), for the others: at the highest dose activity change, negative = inhibition, usual class: inhibitors; 390,000 tested, 1% active; AID 588453; further: on the % scale 0 is the no-effect control and ±100 the full control effect; nearly all actives have a fitted effect of over 65% in size
#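 Rat TrxR1 (90 nM in the dispensed reagent) was pre-reduced with 400 uM NADPH for 5 min at room temperature, then incubated with compound for 15 min. After 400 uM selenite was added, NADPH fluorescence (Ex 340/Em 450 nm) was followed for 8 min.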
# Pin1 inh: human Pin1 inhibition; Q13526; Pin1 FP peptide displacement, HiFluor488, 10 min; Potency, µM (series often up to 115 µM), for the others: at the top dose activity, negative = inhibition, hits mostly inhibitors; 390,000 tested, 0.009% active; AID 504891; active means well fitted inhibition curve with a large enough effect in the polarisation, with a control signal flat, not every such curve was filed as active; inconclusive means small, poorly fitted or top-dose-only effect, or effect the other way, or a change in a side signal; inactive means no such curve, though single readings can be large or run the other way; the % refers to the polarisation; further: on the % scale 0 is the no-effect control and ±100 the full control effect
# RGS4 inhibitor: human RGS4 inhibition; Transcreener GDP fluorescence polarization, RGS4-accelerated GTP hydrolysis; P49798; AID 504845; Potency, µM (titrated, usually from 114 µM), inactives show top-dose activity change, negative = inhibition, hits mostly inhibitors; 390,000 tested, 0.039% active; further: on the % scale 0 is the no-effect control and ±100 the full control effect; nearly all actives have a fitted effect of over 75% in size; some results filed as inactive show a strong effect at the top dose
# Target sequence (P49798 whole entry, looked up): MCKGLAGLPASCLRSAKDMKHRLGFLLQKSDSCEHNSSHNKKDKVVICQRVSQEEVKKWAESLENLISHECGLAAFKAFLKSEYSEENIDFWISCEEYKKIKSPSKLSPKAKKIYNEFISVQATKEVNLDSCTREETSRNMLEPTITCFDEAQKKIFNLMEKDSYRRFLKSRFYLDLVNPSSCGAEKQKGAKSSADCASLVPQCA
#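 MLSMR compounds (23 nl, pin-transferred) preincubated 10 min at room temperature with a 500nM (2x) first reagent, then RGS4 at 900nM (2x) plus Transcreener GDP mix added; fluorescence polarization (620/688 nm) read before and after 90 min at 30 °C.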
# PGK inhibitor: inhibitors of T. brucei phosphoglycerate kinase | P07378 | PGK/GAPDH coupled, Kinase-Glo luminescence, 60 min | Potency, µM (top dose mostly 57.5 µM), for inactives: top-dose activity change, negative = inhibition, hits mostly inhibitors | 380,000 tested, 0.043% active | AID 602233; further: on the % scale 0 is the no-effect control and ±100 the full control effect; nearly all actives have a fitted effect of over 60% in size
#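 Luminescent ATP detection (Kinase-Glo Plus) follows a 60-minute room-temperature incubation, with wells lacking PGK as controls. Buffer: 100 mM TEA (pH 7.6), 5 mM MgCl2, 0.01% Tween-20. Coupling enzyme GAPDH (100 nM final) supplies unstable 1,3-BPG in-well.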
# HP1b chromo inh: blocks HP1-beta chromodomain binding to methylated histone tails. P83916. AlphaScreen HP1-beta / biotin-H3K9me3 peptide binding. Potency, µM (doses to about 114 µM), for the others: at the top dose activity change, negative = inhibition, actives largely listed as inhibitors. 390,000 tested, 0.56% active; further: nearly all actives have a fitted effect of over 70% in size; inactives centre near 23
# Target sequence (P83916 whole entry, looked up): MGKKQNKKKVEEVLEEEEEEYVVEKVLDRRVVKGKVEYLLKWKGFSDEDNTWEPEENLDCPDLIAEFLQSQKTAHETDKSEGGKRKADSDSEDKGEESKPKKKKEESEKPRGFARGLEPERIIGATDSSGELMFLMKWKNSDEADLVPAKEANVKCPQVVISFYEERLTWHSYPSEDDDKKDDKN
#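 AlphaScreen: HP1-beta (50 nM) preformed 30 min with biotin-H3(1-18)K9me3 peptide (50 nM) in PBS pH 7.4, 0.01% Tween-20. Compound added for 30 min at RT, then streptavidin donor/nickel chelate acceptor beads (10 ug/mL) for 30 min.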
# GLS inh: inhibitors of human glutaminase (GLS); GLS enzymatic activity, qHTS titration; Potency, µM (top dose mostly 45.5 µM), inactives show top-dose activity change, negative = inhibition, actives largely listed as inhibitors; 410,000 tested, 0.21% active; further: on the % scale 0 is the no-effect control and ±100 the full control effect
#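 Glutamate formation by hKGA was monitored fluorometrically using coupled glutamate oxidase, HRP and Amplex Red. Substrate was added as 1 mM L-glutamine solution; incubation was 30 min at RT after an initial read.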
# JMJD2A Tudor inh: blocks the human JMJD2A Tudor domain. AlphaScreen JMJD2A-Tudor / H3K4me3 peptide binding. AID 504339. Potency, µM (titrated, usually from 114 µM), inactives show at the highest dose activity change, negative = inhibition, most hits filed as inhibitors. 390,000 tested, 4.4% active; further: on the % scale 0 is the no-effect control and ±100 the full control effect; nearly all actives have a fitted effect of over 50% in size
# ALOX12 inh: ALOX12 (human) lipoxygenase inhibition. P18054. 580,000 tested, 1.1% active. purified 12hLO, xylenol orange hydroperoxide absorbance. Potency, µM (highest dose often 108 µM), without a hit: at the top dose activity change, negative = inhibition, hits mostly inhibitors. AID 1671190; further: on the % scale 0 is the no-effect control and ±100 the full control effect
# Target sequence (P18054 whole entry, looked up): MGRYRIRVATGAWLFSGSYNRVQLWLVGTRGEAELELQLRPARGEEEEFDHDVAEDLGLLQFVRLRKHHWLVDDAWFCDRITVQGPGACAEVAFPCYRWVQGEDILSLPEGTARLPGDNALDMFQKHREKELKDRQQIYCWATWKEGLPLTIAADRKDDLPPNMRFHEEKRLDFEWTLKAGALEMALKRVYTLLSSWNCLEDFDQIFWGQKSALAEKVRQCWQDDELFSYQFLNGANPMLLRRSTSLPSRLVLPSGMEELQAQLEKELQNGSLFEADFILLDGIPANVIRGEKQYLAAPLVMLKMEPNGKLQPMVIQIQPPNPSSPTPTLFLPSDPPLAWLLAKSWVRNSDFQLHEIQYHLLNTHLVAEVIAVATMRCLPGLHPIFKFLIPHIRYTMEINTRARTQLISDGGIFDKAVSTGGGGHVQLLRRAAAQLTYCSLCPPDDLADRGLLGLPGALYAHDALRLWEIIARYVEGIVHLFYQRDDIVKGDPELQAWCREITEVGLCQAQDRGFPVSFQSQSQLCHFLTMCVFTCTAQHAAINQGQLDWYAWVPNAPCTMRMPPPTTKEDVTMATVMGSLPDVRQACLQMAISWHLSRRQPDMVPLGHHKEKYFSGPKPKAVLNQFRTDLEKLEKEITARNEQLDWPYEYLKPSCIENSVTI
#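 Purified human 12hLO at 150 nM in 25 mM Hepes, 0.01% Triton X-100, pH 7.0, preincubated 15 min at room temperature with compound. Reaction started with 40 uM arachidonic acid, 30 min at room temperature. Hydroperoxide measured by Fe-xylenol orange, 573/405 nm absorbance ratio.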
# An asterisk follows results filed as active; i = inactive; ? = inconclusive; . = not tested or not shown; [ ] = another dose, or the depositor's remark. Unless noted, the call rests on the fitted dose curve; in most records, active means well fitted curve in the direction sought with a large enough effect; inconclusive means small, poorly fitted or top-dose-only effect, or another doubt; inactive means no such curve, though single readings can be large; an effect the other way counts as inactive or inconclusive. Potency means the concentration at half of the fitted maximal effect. Only part of the results is shown (hit frequency here may not be typical).
entry	ERG Ets-DNA blk	rTrxR1 inhibitor	Pin1 inh	RGS4 inhibitor	PGK inhibitor	HP1b chromo inh	GLS inh	JMJD2A Tudor inh	ALOX12 inh	mol
1	0%	-2%	4%	5%	-6%	31%	1%	-9%	0%[57.4 µM]	Cc1ccnc(NC(=O)C2CCN(S(=O)(=O)c3cccc4nsnc34)CC2)c1
2	-1%	1%	-2%	9%	4%	-16%	2%	?	-40%	CN(CC(=O)Nc1ccc(Cl)c(C(F)(F)F)c1)C(=O)Cc1c[nH]c2ccccc12
3	-3%	33%	-10%	-8%	0%	40%[activator]	-3%	-7%	0%	O=C(CCNC(=O)c1ccccc1Cl)Nc1cccc(C(F)(F)F)c1
4	10%	13%	-1%	-11%	i	8%	-8%	-30%	?	O=C(OCC(=O)N(CCc1ccccc1)Cc1ccccc1)c1cccc(O)c1
5	0%	4%	4%	-8%	-10%	21%	7%	-24%	?	CCN(CC)CCNC(=O)c1ccc(NC(=O)C2CCN(S(=O)(=O)c3ccc4c(c3)OCCO4)CC2)cc1
6	0%	27%	1%	11%	-11%	32%	1%	-6%	?	CCN(CC)CCNC(=O)c1ccc(NC(=O)c2ccccc2-c2ccc(C(F)(F)F)cc2)cc1
7	-3%	7%	7%	-19%	5%	19%	5%	-10%	0%	COCCCNC(=O)CSC1=Nc2ccccc2C2=NC(Cc3c[nH]c4ccccc34)C(=O)N12 (stereo not given)
8	6%	14%[57.1 µM]	10%	-21%	-2%	?	-2%	?	0%	COc1ccccc1N1CCN(C(=O)c2ccc3[nH]c4c(c3c2)CC(C)CC4)CC1 (stereo not given)
9	-3%	2%	13%	2%	-18%	22%	1%	-26%	-2%	CN1/C(=C\C(=O)CSc2nnc(N)s2)C(C)(C)c2ccccc21
10	-4%	5%[57.1 µM]	7%	-4%[56.9 µM]	5%	49%[activator]	5%	-28%	?	COc1cc(C(=O)N/C(=C\c2cn(C)c3ccccc23)C(=O)N2CCOCC2)cc(OC)c1OC
11	-1%	17%	-2%	-2%	-4%	7%	4%	?	2%	Cc1ccc(C(=O)NCC(c2cccnc2)N2CCc3ccccc3C2)cc1C (stereo not given)
12	4%	?	-7%	-30%	-8%	5%	38%[activator]	-22%	?	CCC(Cc1ccccc1)NC(=O)/C=C/c1ccco1 (stereo not given)
13	0%	15%	-4%	18%	.	-1%	-3%	-6%	-2%	Cc1ccc(N2C(=O)CC(C3CCCO3)C2=O)cc1 (stereo not given)
14	-2%	20%	-7%	14%	-4%	14%	-1%	-19%	-28%	CCCCNS(=O)(=O)CCNCCc1ccccc1
15	9%	-2%	8%	1%	3%	16%	-7%	-5%	-7%	COc1ccc(CNC(=O)CCc2nc3cc(S(=O)(=O)N(C)C)ccc3n2C)cc1OC
16	-1%	?	29%	-16%	-2%	175%[activator]	0%	73%[activator]	-29%	COc1ccc(-c2ccc(-c3noc(C(C)C)n3)c(OC)n2)cc1
17	2%	-16%	-21%	8%	8%	7%	2%	-22%	0%	Cc1ccccc1C(=O)c1cccn1CC(=O)O
18	-2%	16%	28%	-10%	1%	31%	-9%	-14%	-8%	O=C(NCCO)c1cccc(Nc2nc(-c3ccccc3)c3cc(Cl)ccc3n2)c1
19	-5%	4%	0%	-32%	-8%	15%	7%	38%[activator]	-4%	COC(=O)C1CCN(S(=O)(=O)c2ccc(OC)cc2)CC1
20	-6%	4%	6%	-8%	.	27%	4%	-14%	?	COc1cc(Cl)c(C)cc1NC(=O)CSc1nc2c(c(=O)[nH]1)CCC2
21	6%	?	4%	9%	-3%	4%	3%	-16%	-11%	COCCN(CCOC)C(=O)c1cc2c(=O)n3ccccc3nc2s1
22	4%	-15%	25%	20%	-6%	13%	3%	-14%	-23%	COc1ccc(N2CCCCn3c2nc2c3c(=O)n(C)c(=O)n2C)cc1
23	2%	5%	?	-44%	-10%	33%	-15%	-7%	6%	COc1ccc(CCC(=O)OCC(=O)Nc2ccc(C)c(S(=O)(=O)N(C)C)c2)cc1
24	-1%	18%	-6%	-23%	-1%	26%	-8%	-26%	-6%	CCn1ncc(C2=NOC(C(=O)Nc3cnn(C45CC6CC(CC(C6)C4)C5)c3)C2)c1C (stereo not given)
25	-5%	13%	-22%	-10%[56.9 µM]	-1%	7%	-10%	?	1%	CCOC(=O)c1c(CC(C)C)csc1NC(=O)c1ccccc1C(=O)O
26	0%	-9%[57.1 µM]	?	-26%	-10%	11%	-22%	-4%	80%[activator]	COc1cc(N/C=C2\CC(=O)NC(C)=C2C#N)cc(OC)c1OC
27	-23%	12%	2%	3%	i	17%	-3%	-1%	?	COc1ccc(/C=N/n2cnc3c([nH]c4ccc(F)cc43)c2=O)cc1CSc1ccccn1
28	-11%	15%[57.1 µM]	-2%	-3%	-6%	46%[activator]	-6%	10%	0%	COC(=O)c1ccc(CN2C(=O)NC3(CCCc4ccccc43)C2=O)o1 (stereo not given)
29	12%	8%	3%	-29%	-11%	26%	1%	-10%	5%	O=C(NCc1ccc(Cl)cc1)c1cccc(NC(=O)c2ccccc2)c1
30	-2%	-1%	-1%	-24%	6%	67%[activator]	2%	-1%	407%[activator]	COC(=O)C1(C)Nc2ccccc2C(=O)N1c1ccccc1C (stereo not given)

# An excerpt from above with just GLS inh:
item | canonical_smiles | GLS inh
4 | O=C(OCC(=O)N(CCc1ccccc1)Cc1ccccc1)c1cccc(O)c1 | -8%
5 | CCN(CC)CCNC(=O)c1ccc(NC(=O)C2CCN(S(=O)(=O)c3ccc4c(c3)OCCO4)CC2)cc1 | 7%
6 | CCN(CC)CCNC(=O)c1ccc(NC(=O)c2ccccc2-c2ccc(C(F)(F)F)cc2)cc1 | 1%
7 | COCCCNC(=O)CSC1=Nc2ccccc2C2=NC(Cc3c[nH]c4ccccc34)C(=O)N12 (stereo not given) | 5%
8 | COc1ccccc1N1CCN(C(=O)c2ccc3[nH]c4c(c3c2)CC(C)CC4)CC1 (stereo not given) | -2%
9 | CN1/C(=C\C(=O)CSc2nnc(N)s2)C(C)(C)c2ccccc21 | 1%

# The main list resumes; the two compounds before the break are reprinted first.
entry	ERG Ets-DNA blk	rTrxR1 inhibitor	Pin1 inh	RGS4 inhibitor	PGK inhibitor	HP1b chromo inh	GLS inh	JMJD2A Tudor inh	ALOX12 inh	mol
29	12%	8%	3%	-29%	-11%	26%	1%	-10%	5%	O=C(NCc1ccc(Cl)cc1)c1cccc(NC(=O)c2ccccc2)c1
30	-2%	-1%	-1%	-24%	6%	67%[activator]	2%	-1%	407%[activator]	COC(=O)C1(C)Nc2ccccc2C(=O)N1c1ccccc1C (stereo not given)
31	-3%	12%	-3%	21%	7%	44%[activator]	0%	-4%	28%	O=C(Nc1ccc(C(=O)N2CCCCC2)cc1)C1CC1
32	-12%	24%[57.1 µM]	?	-15%	i	24%	-13%	-15%	9%	COc1cc(/C=N/N2CCOCC2)ccc1OCc1ccc(Cl)cc1
33	3%	19%[57.1 µM]	-3%	-24%	-3%	57%[activator]	-14%	1%	-29%	O=C(CCCc1ccccc1)NCCc1ccc(F)cc1
34	0%	0%[57.1 µM]	6%	3%	9%	18%[57 µM]	2%	-20%	-19%	CCC(CC)C(=O)Nc1cc(-c2cn3cccnc3n2)ccc1OC
35	11%	2%[57.1 µM]	-7%	1%	i	?	-9%	?	-17%	O=C(/C=C/c1ccc(Cl)cc1)N1CCN(c2ccccc2[N+](=O)[O-])CC1
36	0%	4%[57.1 µM]	-6%	-9%	7%	20%	1%	-15%	?	CCOC(=O)N1CCC(NC(=O)c2cnn(-c3cccc(F)c3)c2-n2cccc2)CC1
37	8%	6%	1%	-26%	2%	85%[activator]	0%	47%[activator]	i	O=C(CNC(=O)c1sc2ccccc2c1Cl)OCc1ccccc1
38	10%	43%[activator]	-3%	6%	-5%	16%	-9%	-15%	-2%	COc1cccc2c1cc1c(=O)n(CC(=O)N3CCN(c4ccccc4F)CC3)nc(C)n12
39	-5%	-1%	-1%	6%	-4%	12%	-4%	-14%	?	Cc1ccc(NC(=O)c2ccccc2NS(=O)(=O)c2ccc(Cl)s2)cc1S(=O)(=O)N1CCOCC1
40	-3%	16%[57.1 µM]	4%	2%	-9%	11%	-3%	-8%	0%	Cn1c(SCc2c(Cl)cccc2Cl)nnc1-c1ccc2nonc2c1
41	5%	5%	-1%	7%	-1%	30%	-8%	-6%	-2%	CN1CCCN(C(=O)c2ccc(Br)s2)CC1
42	-3%	17%	-2%	-20%	-7%	36%[activator]	1%	-14%	11%	O=C(CCC1CCCCC1)NCCS(=O)(=O)N1CCN(c2ccccc2)CC1
43	.	3%	0%	-23%	-6%	60%[activator]	-3%	17%	9%	Cc1cc(N2CCOCC2)nc(-c2ccccc2O)n1
44	-2%	2%[57.1 µM]	12%	-32%	-6%	53%	-6%	1%	427%[activator]	CC1(C)Cc2c(c(N3CCOCC3)nc3snc(NC(=O)c4ccccc4)c23)CO1
45	0%	14%[57.1 µM]	-10%	-16%	-3%	21%	0%	-7%	-2%	NC(=O)C1CCN(c2ncccc2[N+](=O)[O-])CC1

# Records 44 to 45 from above:
entry	ERG Ets-DNA blk	rTrxR1 inhibitor	Pin1 inh	RGS4 inhibitor	PGK inhibitor	HP1b chromo inh	GLS inh	JMJD2A Tudor inh	ALOX12 inh	mol
44	-2%	2%[57.1 µM]	12%	-32%	-6%	53%	-6%	1%	427%[activator]	CC1(C)Cc2c(c(N3CCOCC3)nc3snc(NC(=O)c4ccccc4)c23)CO1
45	0%	14%[57.1 µM]	-10%	-16%	-3%	21%	0%	-7%	-2%	NC(=O)C1CCN(c2ncccc2[N+](=O)[O-])CC1

# Compound activity: PubChem, National Center for Advancing Translational Sciences (NCATS)
